PvdQ inh: blocks Pseudomonas aeruginosa PvdQ acylase activity; purified PvdQ acylase, fluorescence plate reader; 340,000 compounds, 0.063% hits; inhibition, % at 10 µM; in the data active means inhibition above about 30%, passing the limit was not always enough; inconclusive means no clear call, values can overlap the other calls;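 further: 0% = vehicle neutral wells and 100% = reference inhibitor wells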
E coli growth: counter-screen for AddAB inhibitors: E. coli growth inhibition. E. coli V3065 growth, OD600 absorbance, 18 h. inhibition, % at 11.9 µM. 330,000 compounds, 0.27% hits;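 active means inhibition above the campaign's mean inhibition across all tested compounds plus 3 SD, cut at about 9.9% in these data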;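 further: uninfected addAB+ strain grown without phage in ampicillin broth; 0% = DMSO wells and 100% = ciprofloxacin 0.95 µg/ml wells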
DAGLB inh: diacylglycerol lipase beta (human) inhibition; Q8NCG7; HEK293T DAGLB membrane lysate, EnzChek fluorogenic substrate; inhibition, % at 5.17 µM; 340,000 compounds, 0.059% hits; AID 504411; in the data active means inhibition above about 34%;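 further: 0% = enzyme with vehicle and 100% = wells lacking enzyme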
Rtt109 HAT inh: inhibitors of Candida albicans Rtt109/Vps75 histone acetyltransferase | Q5AAJ8 | purified Rtt109/Vps75, ThioGlo CoA-SH fluorescence, 4 h | inhibition, % at 34.9 µM | 330,000 compounds, 0.16% hits;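 active means inhibition of at least 50% in every replicate; inconclusive means best replicate reaches 50% inhibition but some replicates fall short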
Target sequence (Q5AAJ8 whole entry, looked up): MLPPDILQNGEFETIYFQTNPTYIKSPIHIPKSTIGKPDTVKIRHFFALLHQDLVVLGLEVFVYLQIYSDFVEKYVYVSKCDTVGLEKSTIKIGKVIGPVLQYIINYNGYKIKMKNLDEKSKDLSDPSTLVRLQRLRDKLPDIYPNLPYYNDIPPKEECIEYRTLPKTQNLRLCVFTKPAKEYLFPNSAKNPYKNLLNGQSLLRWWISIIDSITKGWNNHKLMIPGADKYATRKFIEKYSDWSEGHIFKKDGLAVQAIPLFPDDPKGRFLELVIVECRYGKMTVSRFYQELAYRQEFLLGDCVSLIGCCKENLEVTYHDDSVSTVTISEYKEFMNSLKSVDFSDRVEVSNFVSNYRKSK
PfHsp90 yeast 2: growth inhibition of yeast expressing Plasmodium Hsp90 | S. cerevisiae expressing PfHsp90, BacTiter-Glo ATP, 48 h; yeast lacking PDR1 and PDR3 efflux regulators | inhibition, % at 9.4 µM | 310,000 compounds, 0.32% hits | AID 504621;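 active means every replicate shows inhibition above about 80%, whatever the replicate mean, limit read from the data; inconclusive means mean inhibition reaches the set limit but some replicate falls short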;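 further: 0% = DMSO neutral controls and 100% = 20 µM radicicol positive controls; yeast relying on Plasmodium falciparum Hsp90 in place of its own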
Tat transport: inhibitors of E. coli Tat protein transport; AID 488895; E. coli MC4100 TorA-mCherry Tat export, fluorescence; inhibition, % at 10 µM; 340,000 compounds, 0.036% hits;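 active means mean replicate inhibition at least 50% and at least half of replicates individually reaching 50%; inconclusive means only one of the two criteria met; inactive means neither criterion met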;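 further: exported cargo escapes ClpAP degradation while cytoplasmic cargo is degraded and loses fluorescence; 0% = median of neutral control wells and 100% = median of NaSCN control wells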
phage Ecoli inh: E. coli growth loss with phage present | growth absorbance | inhibition, % at 11.9 µM | 360,000 compounds, 0.26% hits; in the data active means inhibition above about 11%
AddAB inh: less growth of phage-infected E. coli with AddAB | E. coli expressing H. pylori AddAB, absorbance growth | inhibition, % at 11.9 µM | 330,000 compounds, 0.29% hits; in the data active means inhibition above about 12%;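 further: 0% = vehicle wells of infected cells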
Wnt act: activates Wnt/beta-catenin signaling in a reporter cell assay; 300,000 compounds, 1.2% hits; AID 743398; activation, % at 9.35 µM; activator, plate reader; in the data active means activation above about 30%, passing the limit was not always enough; inconclusive means no clear call, values can overlap the other calls;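 further: 0% = neutral control wells and 100% = positive control wells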
CAL PDZ FP: blocks peptide binding to human CAL PDZ domain | purified CAL PDZ, TMR-peptide fluorescence polarization, 1 h | inhibition, % at 20 µM | 330,000 compounds, 0.02% hits;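 active means highest replicate inhibition of at least 40%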;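 further: plate controls were DMSO neutral control wells for no effect and unlabeled competitor peptide control wells for full effect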
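material = purified tagged CAL PDZ domain construct (CerCALP) | compound dosing = 20 µM, one dose | times = 1 h at RT | measured by = fluorescence polarization from S- and P-plane intensities, G-factor corrected | read-out = inhibition from polarization loss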
* hit, by the source's call; ? = inconclusive; . = no result given. Rows were taken by chance, and some 1.9% of all compounds hit somewhere here.

Screens in order: PvdQ inh	E coli growth	DAGLB inh	Rtt109 HAT inh	PfHsp90 yeast 2	Tat transport	phage Ecoli inh	AddAB inh	Wnt act	CAL PDZ FP
- Cc1c(NC(=O)C(C)OC(=O)CCC2CCCC2)c(=O)n(-c2ccccc2)n1C (stereo unspecified)
  -6	1.9	1	-7	8	-7	2.7	0.2	-1	1.5
- OC(COc1ccccc1Br)CN1CCNCC1 (stereo unspecified)
  12	.	-1	-10	-18	-5	5.0	.	0	2.7
- COc1ccccc1C1(CC(=O)O)CCOC(C(C)C)C1 (stereo unspecified)
  3	-1.2	-9	30	12	-1	1.1	-0.6	0	-1.0
- COc1cc(C(=O)NCC(=O)N/N=C/c2cccs2)cc(OC)c1OC
  -10	-3.0	2	4	-15	-6	2.6	1.3	-1	-1.8
- COc1ccc(S(=O)(=O)N(C)C)cc1NCC(=O)Nc1ccc(F)cc1F
  -10	-1.4	2	-6	-12	-6	1.0	-2.2	-5	-0.7
- O=C(Oc1ccc[nH]c1=O)c1cc([N+](=O)[O-])cc([N+](=O)[O-])c1
  -25	-1.2	-3	2	5	-2	1.3	-1.1	2	-0.3
- Cc1cccc(NC(=O)CO/N=C/c2ccc3c(c2)OCO3)c1
  3	-0.4	-8	5	-17	-5	4.5	3.0	.	-2.5
- O=C(COC(=O)c1ccccc1NCCO)NCCc1ccccc1
  1	-0.8	0	-35	.	-4	2.8	-0.2	-1	-2.4
- CCN(CC(=O)NCC1CCCO1)S(=O)(=O)c1ccc(Cl)cc1 (stereo unspecified)
  6	0.6	0	-5	-21	-3	2.8	0.2	5	-1.5
- CCn1c(NC(=O)C2CCCCC2)nc2ccccc21
  -9	-3.2	0	-7	-5	-11	1.3	-4.5	.	-0.9
- O=C(Nc1ccc(N2CCOCC2)cc1N1CCOCC1)c1ccco1
  -15	-1.2	-1	5	-36	-5	2.2	1.1	.	0.0
- CSCCC(NC(=O)c1ccc(Cl)c([N+](=O)[O-])c1)C(=O)N1CCN(C/C=C/c2ccccc2)CC1 (stereo unspecified)
  4	-0.7	-1	19	.	7	5.1	4.4	-15	-2.4
- COc1ccc(CCN2C(=O)N(c3ccc(OC)cc3)C(=O)C2CC(=O)Nc2ccc(OC)cc2)cc1 (stereo unspecified)
  10	2.8	1	7	7	9	-0.7	0.0	5	-0.9
- O=c1c2ccccc2oc2ccc(NCCCn3ccnc3)cc12
  -10	0.0	2	-1	-17	-4	4.8	4.2	34*	-0.6
- CCOC(=O)N1CCN(Cc2nc3c(c(=O)[nH]c(=O)n3C)n2Cc2ccccc2C)CC1
  2	-2.0	0	-1	17	8	3.9	-0.4	-2	-1.1
- Cc1c(C(=O)Nc2ccc(S(N)(=O)=O)cc2)oc2ccc(Cl)cc12
  -3	-0.9	15	.	-3	1	3.2	0.7	-1	-1.6
- CCOc1ccc(C(=O)N/N=C(/C)C2C(=O)c3ccccc3C2=O)cc1
  -2	0.3	1	-1	-18	-15	3.0	2.4	3	-0.4
- COc1ccc(CNC(=O)CCCn2c(=S)[nH]c3cc4c(cc3c2=O)OCO4)cc1
  -8	-0.2	-3	-5	31	-4	3.2	1.6	-1	0.6
- Nc1cc(=O)[nH]c(SCC(=O)Nc2ccc(F)c(Cl)c2)n1
  -5	-0.6	3	-10	.	1	3.1	-0.3	4	-0.6
- O=C(CCCCCN1C(=O)c2cccc3cccc(c23)C1=O)N1CCOCC1
  -6	-0.7	0	1	.	4	3.6	2.3	.	-0.7
- COc1ccc(Nc2nc(C(=O)NCCCN3CCOCC3)cs2)cc1
  0	0.4	2	9	.	10	2.8	0.7	-2	0.0
- COCC(=O)OCC(=O)N1N=C(c2ccc(Cl)cc2)CC1c1ccco1 (stereo unspecified)
  1	-0.5	0	13	.	2	0.6	-1.2	2	-0.8
- CCc1noc(C)c1C(=O)N(CC(C)C)c1c(N)n(Cc2ccccc2)c(=O)[nH]c1=O
  -11	.	3	5	1	-6	3.7	.	-4	-2.4
- COc1ccc(CC(=O)NC2CCN(CC(=O)Nc3ccc4c(c3)OCCO4)CC2)cc1OC
  -8	1.6	0	-5	.	13	2.6	0.2	.	-0.2
- CC(O)C(NC=C1C(=O)OC(C)(C)OC1=O)C(=O)O (stereo unspecified)
  13	-2.1	-3	10	-4	-8	4.5	1.5	-9	.
- COc1cc(NC(=S)Nc2ncccc2C)cc(OC)c1OC
  -11	0.1	0	-8	.	-2	2.5	1.8	29	-2.2
- COc1ccc(CN(C(=O)c2ccc(-c3ccccc3)[nH]2)C(C(=O)NC(C)(C)C)c2ccncc2)cc1 (stereo unspecified)
  -1	-1.1	0	?	33	-5	2.1	2.9	-1	-0.8
- Cc1nn(C)c(C)c1C(C)NC(=O)c1cc(COc2cncc(Cl)c2)on1 (stereo unspecified)
  -7	0.1	0	-9	-9	-3	-0.8	-0.5	0	-2.4
- CC1=C(C(=O)OCCOc2ccccc2)C(c2ccc(C)o2)C2=C(CC(C)(C)CC2=O)N1 (stereo unspecified)
  8	0.9	-6	19	-3	3	3.9	2.7	.	-2.0
- COc1ccccc1C(=O)NN1C(=O)C2C3C=CC(O3)C2C1=O (stereo unspecified)
  -11	4.7	2	-2	-2	-6	-0.9	-1.4	.	-0.2

An excerpt from above, reduced to PfHsp90 yeast 2.
Molecule	PfHsp90 yeast 2
COc1ccc(CCN2C(=O)N(c3ccc(OC)cc3)C(=O)C2CC(=O)Nc2ccc(OC)cc2)cc1 (stereo unspecified)	7
O=c1c2ccccc2oc2ccc(NCCCn3ccnc3)cc12	-17

(more compounds)
Screens in order: PvdQ inh	E coli growth	DAGLB inh	Rtt109 HAT inh	PfHsp90 yeast 2	Tat transport	phage Ecoli inh	AddAB inh	Wnt act	CAL PDZ FP
- O=C(NCc1ccc(Cl)cc1)c1ccc(-n2cccn2)nc1
  18	-0.3	-2	-4	-33	0	6.0	0.9	-1	.
- CCC(C)[C@H](NC(=O)N1c2ccccc2NC(=O)[C@@H]1C(C)C)C(=O)N[C@@H](Cc1ccccc1)C(=O)O (stereo partly specified)
  -5	1.7	-3	12	1	6	1.5	1.2	2	0.6
- CCCCN(CCCC)CP(=O)(c1ccccc1)c1ccccc1
  -11	1.4	-5	0	0	8	2.5	-0.4	.	-1.2
- CCOC(=O)N1CCN(c2nc(C)cc(C(F)(F)F)n2)CC1
  -5	0.0	2	4	25	-1	2.5	2.8	2	-2.3
- CC(C)NC(=O)CSc1nnc(-c2ccc(C(C)(C)C)cc2)n1C
  4	-1.2	-3	25	-3	0	2.0	1.1	1	-1.0
- COc1ccc(C(=O)N/C(=C\c2ccco2)C(=O)NCCCn2ccnc2)cc1
  -11	0.3	0	6	-14	-1	3.9	0.5	-2	-0.1
- CCC1(c2ccccc2)NC(=O)N(CC(=O)NC2CCCC2)C1=O (stereo unspecified)
  -11	.	0	5	20	14	-0.2	.	-2	-2.4
- Cc1ccc(CS(=O)(=O)c2ncc(Cl)c(C(=O)Nc3nnc(C(C)C)s3)n2)cc1
  6	0.6	2	-5	2	-8	2.5	2.6	-8	-1.0
- O=C(COCc1cc(-c2ccc3c(c2)OCO3)on1)N1CCCCC1
  6	-1.4	-3	7	-16	3	-1.4	1.1	6	-1.0
- NNC(=O)c1n[nH]c2c1CC(C1CCCCC1)CC2 (stereo unspecified)
  4	-1.9	-3	-6	10	3	3.6	2.8	9	-1.4
- Cc1cc(=O)oc2c1c(C)nn2-c1ccc(Br)cc1
  1	-1.2	-1	-2	-13	-9	4.2	2.4	-2	-0.6
- CCC1(c2ccc(F)cc2)NC(=O)N(CC(=O)Nc2ccc3c(c2)OCCO3)C1=O (stereo unspecified)
  -10	-3.3	5	2	9	14	2.6	0.5	-2	0.3
- CSCC(=O)N1CCCC(CO)(CCCc2ccccc2)C1 (stereo unspecified)
  13	0.0	-3	7	7	-1	4.3	1.2	0	-0.6
- Cn1nnnc1Sc1ncnc2scc(-c3ccc[nH]3)c12
  -4	-2.8	4	8	.	-4	-2.1	-1.6	-1	0.4
- CN1CCN(c2ccc(S(=O)(=O)N3CCCCC3)cc2NC(=O)c2cccc([N+](=O)[O-])c2)CC1
  1	1.6	3	-4	11	?	2.9	2.8	0	-1.9
- O=C(CN1CCN(S(=O)(=O)c2ccc(Br)cc2)CC1)Nc1ccccc1F
  -2	0.4	-1	-2	11	6	2.3	3.6	.	-0.3
- COCCN1C(=O)N(c2cccc(C)c2)C(=O)C1CC(=O)Nc1ccc(F)cc1 (stereo unspecified)
  0	-1.2	1	-2	33	1	2.0	2.2	-1	-3.0
- Cc1noc(C)c1NC(=O)Nc1cccc2c1O[C@H](CN(C)C(=O)Nc1ccccc1)[C@@H](C)CN([C@H](C)CO)C2=O
  -7	1.2	0	10	-1	-3	2.2	2.9	-1	0.2
- C[C@]12c3[nH]c4ccccc4c3CCN1C(=O)C(CC(=O)NCc1ccco1)C[C@@H]2C(=O)N1CCCCC1 (stereo partly specified)
  -2	0.0	2	-1	-10	-1	3.9	3.4	-3	-1.3
- CN(CC(=O)Nc1ccc(F)cc1)C(=O)C1CCN(S(=O)(=O)c2ccc3c(c2)OCCO3)CC1
  -13	-0.6	-1	-7	.	7	1.5	3.9	-2	-3.0
- CCCCN1C(=O)C(O)=C(C(C)=O)C1c1ccc(OC)cc1OC (stereo unspecified)
  -3	-2.1	2	10	24	-2	2.8	4.2	-1	-0.6
- CCOc1ccccc1CNC(=O)C(C)n1nc(C)c2c(C)n(-c3ccccc3)nc2c1=O (stereo unspecified)
  -7	2.3	3	7	4	-5	3.6	3.2	-2	-1.5

Some of these compounds in order of their number in Tat transport, low to high:
Molecule	Tat transport
Cc1cc(=O)oc2c1c(C)nn2-c1ccc(Br)cc1	-9
CCOC(=O)N1CCN(c2nc(C)cc(C(F)(F)F)n2)CC1	-1
CCCCN(CCCC)CP(=O)(c1ccccc1)c1ccccc1	8
